Assay outcomes (PubChem BioAssay)
pAkt inh = HTS Assay for Inhibitors of Akt Phophorylation: Primary Screen; Neuro2A IGF-stimulated pAkt S473 HTRF, 20 min; active compounds read low; activity change, % for hits at 50 µM; 360,000 compounds, 0.32% hits; AID 651550, 2012; in the data active means activity change below about -80%; inconclusive means mostly about -51% to -80%; further: on the % scale 0 is the no-effect control and ±100 the full control effect
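Neuro2A cells in DMEM with 0.5% FBS, overnight at 37 deg C, given compound at single 50 µM final, then IGF (6 nM final) for 20 min at 37 deg C. Lysed; phospho-Akt Ser473 by HTRF after 24 h, 665/615 ratio.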
Nrf2 activator = qHTS of Nrf2 Activators; AID 624171, 2012; 410,000 compounds, 0.31% hits; AREc32 ARE-luciferase reporter (MCF7-derived line), luminescence, 24 h; Potency, µM (highest dose often 46.1 µM), for the others: top-dose activation, usual class: activators; further: potency means the concentration at half of the fitted maximal effect; % of control where 0% means no effect; nearly all actives have a fitted effect of over 65% in size
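AREc32_Fluc, 1000 cells/well, OPTI-MEM + 5% FBS, o/n 37 deg C 5% CO2; 23 nL cpd by pin tool, 24 hr; Steady-Glo 30 min RT, luminescence.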
Nrf2 block = Nrf2 qHTS screen for inhibitors; A549 ARE-Fluc reporter, luciferase luminescence, 18-24 h; Potency, µM (series often up to 46 µM), for the others: top-dose activity change, negative = inhibition, most hits filed as inhibitors; 360,000 compounds, 2.1% hits; further: potency means the concentration at half of the fitted maximal effect; on the % scale 0 is the no-effect control and ±100 the full control effect; nearly all actives have a fitted effect of over 60% in size
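A549 ARE_Fluc cells (5000/well, 5% FBS OPTI-MEM) pre-incubated 2 h, then treated with compounds 18-24 h at 37C/5% CO2 in concentration-response. CellTiter-Fluor viability read first; BugLite luciferase luminescence after 15 min at room temperature gives Nrf2 activity.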
A549 tox = Nrf2 qHTS screen for inhibitors: counterscreen for cytotoxicity; A549 ARE-Fluc cells, CellTiter-Fluor viability, 18-24 h; Potency, µM (titrated, usually from 46 µM), inactives show at the highest dose activity change, negative = cytotoxicity, actives largely listed as inhibitors; 390,000 compounds, 0.16% hits; AID 504648, 2011; further: potency means the concentration at half of the fitted maximal effect; on the % scale 0 is the no-effect control and ±100 the full control effect
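A549 ARE_Fluc cells in 5% FBS OPTI-MEM were exposed to compounds in concentration-response for 18-24 h at 37 deg C. Viability was read by CellTiter-Fluor fluorescence (Ex 405/Em 525) after 30 min, before the luciferase read.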
Abeta rescue = qHTS for compounds that reverse cellular toxicity of Amyloid beta (A-beta) peptide in yeast: Primary Screen | yeast expressing A-beta42, growth rescue, OD600, 48 h; response scale: 0% DMSO, 100% iron-clioquinol control | Potency, µM (highest dose often 46.1 µM), without a hit: at the highest dose growth rescue, hits mostly activators | 410,000 compounds, 0.063% hits | AID 1347071, 2019; further: potency means the concentration at half of the fitted maximal effect; nearly all actives have a fitted effect of over 55% in size
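Growth rescue measured by 600 nm absorbance after 48 h yeast culture at 30 C with compound. Values normalized between DMSO and an equimolar ferric chloride plus clioquinol control.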
TGFb inhibitor = qHTS for Inhibitors of TGF-b; Potency, µM (top dose mostly 46.1 µM), for the others: top-dose activity, negative = inhibition, actives largely listed as inhibitors; AID 588855, 2011; 410,000 compounds, 1.2% hits; HepG2 CAGA-GFP TGF-b/SMAD3 reporter, GFP fluorescence, 18 h; TGF-beta stimulated, 500 pg/mL final; further: potency means the concentration at half of the fitted maximal effect; on the % scale 0 is the no-effect control and ±100 the full control effect; nearly all actives have a fitted effect of over 65% in size
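First, reporter cells (HEPG2 CAGA-GFP) rested 2 h at 37 degrees C. Next, compounds were pinned in and TGF-beta added to 500 pg/mL final. After 18 h, GFP was imaged per cell and summed per well.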
MmCpn inh = Inhibitors of TCP-1 ring complex (TRiC) of Methanococcus maripaludis (MmCpn): qHTS | Chaperonin Mm-Cpn (Methanococcus maripaludis) | purified Mm-Cpn ATPase, ADP Transcreener TR-FRET | Potency, µM (top dose mostly 76.9 µM), inactives show at the highest dose activity, negative = inhibition, hits mostly inhibitors | 330,000 compounds, 0.031% hits | AID 504842, 2011; further: potency means the concentration at half of the fitted maximal effect; on the % scale 0 is the no-effect control and ±100 the full control effect; nearly all actives have a fitted effect of over 80% in size
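Quantitative HTS used 25 nM Mm-CPN and 10 uM ATP in magnesium/KCl Tris buffer, pH 7.4, with 1 mM DTT. Hydrolysis ran 30 min at 37°C; ADP was read by HTRF.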
HepG2 viability = qHTS for Inhibitors of TGF-b: Cytotox Counterscreen; HepG2 CAGA-GFP viability, ATP luminescence, 18 h; Potency, µM (top dose mostly 46.1 µM), for inactives: at the top dose activity change, negative = cytotoxicity, most hits filed as cytotoxic; 410,000 compounds, 0.76% hits; further: potency means the concentration at half of the fitted maximal effect; some results filed as inactive show a strong effect at the top dose
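HepG2 CAGA-GFP cells (1000/well, DMEM with 1% FBS) received compound, then TGF-beta at 500 pg/mL final, and were incubated 18 hours at 37 degrees C. Viability was read by CellTiter-Glo luminescence. Media-only wells were set as complete cell-killing and DMSO as no toxicity.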
CCT modulator = High-Throughput Screening for Modulators of Cytosolic Chaperonin Activity | activity change, % (test concentration not listed), hits read low | purified chaperonin ATPase assay, HTRF ADP detection, 30 min | AID 651819, 2012 | 360,000 compounds, 0.3% hits; in the data active means activity change below about -30%; further: on the % scale 0 is the no-effect control and ±100 the full control effect
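TRiC at 40 or 20 nM final (batch-dependent) in 30 mM Tris pH 7.4, 100 mM KCl, 5 mM MgCl2, 1 mM DTT, with compound at single 76 uM and 10 uM ATP, 30 min at 37 deg C. ADP detected by HTRF Transcreener, 665/615 ratio.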
An asterisk follows results filed as active; i = inactive; u = inconclusive; x = no result given; [ ] = another dose, or the depositor's remark. Unless noted, the call rests on the fitted dose curve; in most records, active means well fitted curve in the direction sought with a large enough effect; inconclusive means small, poorly fitted or top-dose-only effect, or another doubt; inactive means no such curve, though single readings can be large; an effect the other way counts as inactive or inconclusive.

SMILES | pAkt inh | Nrf2 activator | Nrf2 block | A549 tox | Abeta rescue | TGFb inhibitor | MmCpn inh | HepG2 viability | CCT modulator
CC(=O)Nc1ccc(NC(=O)C2Cc3ccccc3N2C(=O)c2ccccc2)cc1 (stereo unspecified) | x | -0.1% | x | -2.7% | 1.3% | -11.5% | x | 4.3% | x
O=c1c(C(c2ccc(F)cc2)c2c(O)nc3n(c2=O)CCCS3)c(O)nc2n1CCCS2 | i | -0.7% | 0.0% | -3.2% | -6.8% | -7.0% | -1.1% | -12.7% | 0.9
CCCc1cc(=O)oc2cc(OCC(=O)NC3CCN(Cc4ccccc4)CC3)ccc12 | i | -0.7% | 0.0% | 0.4% | 6.9% | 0.1% | -0.5% | -7.9% | 0.2
CC(=O)N1CCN(CC(O)COc2ccc(Br)cc2)CC1 (stereo unspecified) | i | -0.5% | 3.4% | -0.2% | -0.4% | 4.1% | 1.7% | 27.3% | 2.0
CO/N=C/C(=N\Nc1ccc(OC)cc1)C(=O)c1ccc(OC)cc1 | i | 0.4% | u | -13.3% | 2.3% | -4.4% | -0.9% | -45.4% | -19.1
O=C(NCc1cccs1)c1nc(-c2cccs2)no1 | i | 6.9% | 1.2% | -4.4% | -27.1% | u | 0.7% | -7.9% | -0.1
Cc1noc(C(=O)Nc2ccccc2C(F)(F)F)c1Cl | x | -0.5% | x | -11.6% | 1.8% | u | 0.3% | 9.4% | -0.5
Cc1ccnc(NC(=O)c2cccc(NC(=O)c3ccc(Cl)c(Cl)c3)c2)c1 | i | -0.2% | -24.6% | -5.1% | 9.9% | -11.2% | x | -18.9% | -9.7
Cc1ccc(NC(=O)C(C)OC(=O)c2ccc(Cl)nc2)cc1S(=O)(=O)N1CCOCC1 (stereo unspecified) | i | 1.0% | 21.7% | 0.3% | 6.6% | u | -4.9% | -1.2% | 0.5
C[C@@H]1O[C@@H](O[C@H]2[C@H](Oc3cc(O)c4c(c3)OC(c3ccc(O)cc3)CC4=O)O[C@H](CO)[C@@H](O)[C@@H]2O)[C@H](O)[C@H](O)[C@H]1O (stereo partly specified) | i | -0.1% | 9.8% | -4.8% | 2.3% | 11.9% | -2.6% | 0.2% | 1.6
Cc1cccc(/C(N)=N/OC(=O)CCC2CCCCC2)c1 | i | 0.9% | u | 3.0% | -4.2% | 0.0% | 1.4% | 8.6% | 2.3
Cc1ccc(NNC(=O)c2c(F)cccc2Cl)cc1C | i | 0.2% | 10.4% | 10.9% | 7.5% | 0.2% | u | -2.9% | 0.2
Cc1ccc2c(=O)cc(C(=O)Nc3cccc(C(F)(F)F)c3)oc2c1C | x | 4.3% | -14.0% | -3.2% | 4.2% | -0.1% | x | -4.4% | x
Cc1ccc2nc(-c3ccc(NC(=O)COC(=O)c4cncc(Br)c4)cc3)sc2c1 | i | -0.1% | u | -8.6% | -8.2% | -0.2% | -5.7% | 1.3% | 1.8
Clc1nc2ccccc2nc1-c1ccccc1 | i | 0.5% | 5.1% | -6.7% | 5.0% | -11.6% | 2.3% | -7.6% | -1.9
CC1=C(C(=O)OCC2CCCCC2)C(c2ccc(Cl)cc2Cl)CC(=O)N1 (stereo unspecified) | x | -0.5% | -9.6% | 0.6% | -1.1% | -1.0% | x | -11.6% | x
Nc1ccccc1SCC(=O)Nc1nccs1 | i | 0.7% | 3.4% | -2.3% | -15.1% | -2.0% | -7.2% | 4.8% | -2.0
CC(=O)NS(=O)(=O)c1ccc2c(c1)Cc1cc(S(=O)(=O)NC(C)=O)ccc1-2 | i | 0.1% | -5.4% | 1.7% | -20.8% | 4.3% | -1.7% | -12.2% | -2.7
COc1ccccc1NS(=O)(=O)c1ccc(S(=O)(=O)N2CCOCC2)cc1 | i | -0.7% | -24.8% | -1.1% | 2.3% | -1.4% | 1.2% | 14.0% | -1.2
Cc1ccc(CNc2ccc(N3CCOCC3)cc2)cc1 | i | 4.0% | u | -5.2% | -14.5% | -0.5% | -1.1% | -14.1% | -1.5
C=CCn1c(COc2cccc3ccc(C)nc23)nnc1SCC(=O)OC | i | -0.1% | 9.5% | -7.2% | 8.9% | 1.9% | -1.2% | -24.0% | 1.9
COc1ccc(OCCN2C(=O)NC(C)(c3ccc(C)cc3)C2=O)cc1 (stereo unspecified) | i | -0.6% | 4.9% | 1.9%[1.84 µM] | 5.2% | 4.5% | 3.7% | -13.8% | -0.7
Cc1ccc(O)c(C2=NCCNC(C(F)(F)F)=C2)c1 | i | 0.2% | 11.2% | 2.8% | 0.1% | -2.9% | 1.3% | -3.1% | -1.5
C#CCOc1nc(Nc2cccc([N+](=O)[O-])c2)nc(OCC#C)n1 | i | 2.7% | u | -6.7% | 4.7% | 14.4% | 1.4% | 2.4% | -1.5
O=C(NCc1ccco1)/C(=C\c1cccs1)NC(=O)c1cccs1 | i | 0.0% | 29.1% | -5.9% | -9.3% | 17.3% | -2.9% | 9.6% | -2.8
Cc1cccc(N(CC(=O)N(C)Cc2ccccc2)S(=O)(=O)c2ccccc2)c1C | x | 3.3% | 3.1% | -3.4% | 5.9% | -7.9% | x | -17.0% | x
COC(=O)c1ccccc1SC(CC(=O)c1ccccc1)c1ccc(F)cc1 (stereo unspecified) | i | u | 7.5% | 4.2% | 11.2% | u | 2.6% | -18.5% | -1.3
COC(=O)c1sccc1NC(=O)c1cc(OC)c(OC)c(OC)c1 | i | 3.5% | -26.0% | -5.2% | 8.0% | -6.5% | 1.1% | -2.6% | -2.5
CC(NC(=O)C(NC(=O)C1CCCN1C(=O)OC(C)(C)C)C(C)C)C(N)=O (stereo unspecified) | i | -0.4% | -6.6% | -1.9% | 8.6% | 0.5% | 0.1% | 0.5% | -1.8
CCOC(=O)c1ccc(S(=O)(=O)N2CCN(C(=O)c3cc(=O)c4ccccc4o3)CC2)cc1 | i | 0.2% | 1.7% | -1.4% | 10.8% | 1.9% | -2.0% | 6.6% | 2.0

Taken from the entries so far (3 entries):
SMILES | pAkt inh | Nrf2 activator | Nrf2 block | A549 tox | Abeta rescue | TGFb inhibitor | MmCpn inh | HepG2 viability | CCT modulator
Clc1nc2ccccc2nc1-c1ccccc1 | i | 0.5% | 5.1% | -6.7% | 5.0% | -11.6% | 2.3% | -7.6% | -1.9
CC1=C(C(=O)OCC2CCCCC2)C(c2ccc(Cl)cc2Cl)CC(=O)N1 (stereo unspecified) | x | -0.5% | -9.6% | 0.6% | -1.1% | -1.0% | x | -11.6% | x
Nc1ccccc1SCC(=O)Nc1nccs1 | i | 0.7% | 3.4% | -2.3% | -15.1% | -2.0% | -7.2% | 4.8% | -2.0

Looked up above.
Cc1ccc(CNc2ccc(N3CCOCC3)cc2)cc1 | MmCpn inh = -1.1%
Cc1ccc(O)c(C2=NCCNC(C(F)(F)F)=C2)c1 | Nrf2 activator = 0.2%

Other records
SMILES | pAkt inh | Nrf2 activator | Nrf2 block | A549 tox | Abeta rescue | TGFb inhibitor | MmCpn inh | HepG2 viability | CCT modulator
CC(=O)c1ccc(N2CCC(c3cc(-c4ccc(Cl)cc4)n[nH]3)CC2)c([N+](=O)[O-])c1 | i | -0.9% | u | u | 15.1% | u | -2.3% | -36.7% | -2.6
COc1cccc(C(=O)Nc2sc3c(c2C#N)CCN(C(C)=O)C3)c1 | i | 3.0% | -5.6% | -15.6% | -8.9% | u | -2.4% | -13.1% | -0.5
Cc1ccccc1CC(=O)NC1CCCc2ccccc21 (stereo unspecified) | i | 0.1% | 7.2% | 1.6% | 15.0% | 0.1% | 0.3% | 18.3% | -8.8
COc1ccc(C(=O)C[n+]2cn(C(F)F)c3ccccc32)c(F)c1 | i | 4.7% | u | 8.9% | -1.4% | u | -1.1% | -30.6% | 0.0
CC(C)C(=O)N1CCN(c2ccc(NC(=S)NC(=O)c3cc4ccccc4o3)cc2)CC1 | i | 1.4% | u | -3.2% | 14.5% | -7.8% | 1.7% | 32.0% | -2.0
CC(C)(C)OC(=O)N1CCN(c2ccc([N+](=O)[O-])cc2)CC1 | i | -1.0% | -0.8% | 1.0% | 9.0% | -0.5% | 1.2% | 4.4% | 0.4
COc1ccc(Cl)cc1NC(=O)c1cccc(-n2cnnn2)c1 | i | 0.6% | -10.5% | -1.0% | 14.7% | 8.8% | -0.2% | 2.2% | -0.4
O=C(O)CSc1nnnn1-c1ccccc1 | i | 0.0% | x | -0.3% | 6.3% | -8.9% | 1.1% | 5.0% | -3.8
N/C(=N\OC(=O)c1cc(Cl)ccc1Cl)c1ccccn1 | i | u | u | -0.8% | -21.6% | -12.8% | 1.4% | -62.2% | -2.2
CC/C(O)=C1\C(=O)CCCC1=NCc1nc2ccccc2[nH]1 | i | 1.8% | 1.4% | -0.1% | -10.5% | 5.3% | -0.5% | -21.7% | -2.8
O=C(Nc1ccc(F)c(F)c1)c1ccccc1-c1ccccc1 | i | -0.7%[9.22 µM] | 17.6% | 7.5% | 7.08µM* | 6.4% | 2.4% | 20.8% | 1.3
O=C(Oc1ccc(Br)cc1C(=S)N1CCCCC1)c1cc([N+](=O)[O-])cc([N+](=O)[O-])c1 | i | 0.6% | -7.6% | -2.0% | -6.1% | u | -1.5% | -18.4% | -2.0
